Compound activity (PubChem BioAssay)
GASC1 inh: KDM4C (human) demethylase inhibition; Q9H3R0; GST-KDM4C 2-372, H3K9me3 peptide, LANCE TR-FRET; inhibition, % at 12.5 µM; actives 0.15% (n = 96,000);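 active means mean replicate inhibition above about 25%, with at least 55% of replicates also reaching it, limit read from the data, passing the limit was not always enough; inconclusive means only one of those two conditions met; inactive means neither condition met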
Target sequence (Q9H3R0 2-372 limits assumed): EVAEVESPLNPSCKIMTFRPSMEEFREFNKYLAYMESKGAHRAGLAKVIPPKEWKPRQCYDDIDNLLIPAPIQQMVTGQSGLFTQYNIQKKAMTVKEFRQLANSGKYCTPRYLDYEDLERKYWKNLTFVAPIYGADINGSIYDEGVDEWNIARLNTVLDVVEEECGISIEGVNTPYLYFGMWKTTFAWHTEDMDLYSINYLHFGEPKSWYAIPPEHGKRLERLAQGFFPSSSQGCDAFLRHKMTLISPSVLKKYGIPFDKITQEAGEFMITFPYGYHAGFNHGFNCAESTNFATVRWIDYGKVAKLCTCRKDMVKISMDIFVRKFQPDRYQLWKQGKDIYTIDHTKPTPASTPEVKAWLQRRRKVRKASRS
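Compound: one test concentration per compound; Material: GST-GASC-1 enzyme fragment 2-372; Amount: GASC-1 enzyme at 10 nM final in reaction; Also added: H3K9me3 peptide substrate, Fe(II), 2-oxoglutarate; Technique: LANCE TR-FRET; Times: 30 min demethylation and 1 h detection at room temperature.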
C diff growth: C. difficile growth inhibition; actives 0.25% (n = 86,000); Clostridium difficile clinical isolate growth, OD600, 24 h; active compounds read low; growth activity, negative = inhibition, % at 16 µg/mL (by protocol);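 active means mean growth activity at or below -80% and every replicate also at or below -80%; inconclusive means mean at or below -80% but some replicate above -80%; inactive means mean growth activity above -80%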;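 further: 0% = DMSO wells and -100% = levofloxacin 16 µg/mL wells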
Pf Dd2 growth: blocks growth of Plasmodium falciparum Dd2 parasites. P. falciparum Dd2 growth, SYBR Green, 72 h; active compounds read low. activity change, % at 10 µM. actives 2.3% (n = 94,000); in the data active means activity change below about -80%; inconclusive means no clear call, values can overlap the other calls
Tcruzi prolif: T. cruzi proliferation inhibition. AID 624255. T. cruzi beta-gal in NIH3T3, GalScreen luminescence, 90 h. actives 5.9% (n = 77,000). inhibition, % at 8.34 µM;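 active means mean inhibition above about 93%, with at least 55% of replicates each passing it, limit read from the data, passing the limit was not always enough; inconclusive means only one of those two conditions holds; inactive means neither condition holds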
* = called active by the depositor; ? = inconclusive; . = no result given.

SMILES	GASC1 inh	C diff growth	Pf Dd2 growth	Tcruzi prolif
Cc1ccccc1S(=O)(=O)NCC[C@H]1CC[C@H](NC(=O)C2CCOCC2)[C@@H](CO)O1	0.6	.	5.5	-13.4
COc1ccccc1NC(=O)N1CCCCN2[C@H](CO)[C@@H](c3ccc(C#CC4CC4)cc3)[C@@H]2C1	.	13.1	-44.8	.
COc1ccc(S(=O)(=O)N[C@H]2C=C[C@@H](CC(=O)N3CCN(c4ccccc4)CC3)O[C@@H]2CO)cc1	-1.4	-6.9	-0.4	17.3
C[C@@H]1CCCCO[C@H](CN(C)Cc2ccc(Cl)c(Cl)c2)[C@H](C)CN([C@@H](C)CO)C(=O)c2cc(NC(=O)CCC(F)(F)F)ccc2O1	0.5	10.7	-51.6	61.9
C[C@@H]1CCCCO[C@@H](CN(C)C(=O)c2ccncc2)[C@@H](C)CN([C@H](C)CO)C(=O)c2cc(NC(=O)c3ccncc3)ccc2O1	5.5	-3.9	-15.7	66.1
C[C@H]1CN([C@@H](C)CO)C(=O)CCCn2nncc2CO[C@@H]1CN(C)Cc1cccc2c1OCCCO2	2.7	-0.8	-11.0	-14.4
C[C@@H]1CCCCO[C@@H](CN(C)C(=O)Nc2ccc(C(F)(F)F)cc2)[C@H](C)CN([C@H](C)CO)C(=O)c2cc(NS(=O)(=O)c3cccs3)ccc2O1	20.8	5.3	-38.9	21.0
CCC(=O)N1C[C@@H](C)[C@H](OC)CN(C)C(=O)c2cc(NC(=O)Nc3ccc(Cl)cc3)ccc2OC[C@@H]1C	3.4	.	-51.8	16.1
C[C@@H]1CN([C@H](C)CO)C(=O)c2cccc(NC(=O)c3nc4ccccc4s3)c2O[C@H]1CN(C)C(=O)Nc1ccc(F)cc1	0.4	-2.8	-58.2	-116.6
C[C@H](CO)N1C[C@H](C)[C@H](CN(C)Cc2ccc(-c3ccccc3)cc2)Oc2c(NS(C)(=O)=O)cccc2C1=O	0.9	1.7	-23.9	56.5
CN(C)CC#Cc1ccc([C@@H]2[C@@H](CO)N3CCCCN(C(=O)NC4CCCC4)C[C@@H]23)cc1	5.4	32.1	8.4	31.2
C[C@H](O)C#Cc1ccc2c(c1)O[C@H](CN(C)Cc1ccncc1)[C@H](C)CN([C@@H](C)CO)S2(=O)=O	0.5	1.9	-14.8	68.5
COc1ccc2c3c([nH]c2c1)[C@@H](CO)N(C(=O)Nc1ccccc1F)CC31CN(C(C)=O)C1	-2.0	6.6	3.4	.
C[C@@H]1CN([C@H](C)CO)S(=O)(=O)c2ccc(C#Cc3ccc(F)cc3)cc2O[C@@H]1CN(C)C(=O)c1ccccn1	0.6	2.5	-35.7	24.0
COc1ccc2c3c([nH]c2c1)[C@@H](CO)N(C(=O)Nc1ccc(F)cc1)CC31CCN(C(=O)c2ccccn2)CC1	-3.0	-4.4	-75.7	.
CC(C)NC(=O)N(C)C[C@H]1OCCCC[C@@H](C)Oc2ccc(NC(=O)Cc3ccccc3)cc2C(=O)N([C@@H](C)CO)C[C@H]1C	-2.5	3.3	-60.9	24.8
C[C@@H]1CN([C@@H](C)CO)C(=O)Cc2cc(NC(=O)Cc3ccccc3)ccc2O[C@@H]1CN(C)Cc1ccc(Oc2ccccc2)cc1	0.9	26.0	-2.8	12.2
C[C@H](CO)N1C[C@H](C)[C@H](CN(C)C(=O)CN(C)C)Oc2cc(C#Cc3ccc(F)cc3)ccc2S1(=O)=O	-0.5	7.2	-53.8	-23.5
C[C@@H]1CCCCO[C@@H](CN(C)S(=O)(=O)c2cccs2)[C@@H](C)CN([C@H](C)CO)C(=O)c2cc(NS(C)(=O)=O)ccc2O1	-1.3	-13.1	17.7	-56.0
C/C=C/c1ccc([C@H]2[C@@H](CO)N(Cc3ccccn3)[C@H]2CNC(=O)CC)cc1	3.0	-6.6	-2.1	31.7
CC(C)NC(=O)N(C)C[C@@H]1Oc2ccc(NS(C)(=O)=O)cc2C(=O)N([C@H](C)CO)C[C@@H]1C	-0.6	0.7	8.1	14.1
COc1ccc(CN2CC3(CN(C(=O)Cc4ccccc4)C3)c3c([nH]c4cc(OC)ccc34)[C@@H]2CO)cc1	-0.7	-3.1	-85.7*	.
Cc1noc(C)c1NC(=O)N(C)C[C@@H]1Oc2ccc(NC(=O)CCN3CCOCC3)cc2CC(=O)N([C@@H](C)CO)C[C@H]1C	1.5	1.5	13.8	30.8
O=C(N[C@H]1CC[C@H](CCNS(=O)(=O)c2ccc(F)cc2)O[C@@H]1CO)C1CCC1	3.5	-5.4	14.3	-8.9
C[C@H](CO)N1C[C@H](C)[C@@H](CN(C)Cc2ccc(-c3ccccc3)cc2)Oc2ccc(NS(=O)(=O)c3cccs3)cc2C1=O	0.5	-15.8	4.5	32.5
CC(=O)N1CC[C@@H]2[C@@H](CO)N(C)c3ccc(-c4ccccc4)cc3[C@@H]21	4.9	-1.9	-0.5	28.2
CC(C)NC(=O)N(C)C[C@H]1Oc2ccc(NC(=O)CCCN(C)C)cc2C(=O)N([C@H](C)CO)C[C@H]1C	-0.4	0.8	-11.5	.
CCCNC(=O)C[C@@H]1CC[C@H]2[C@@H](COc3ccc(NC(=O)CCC)cc3C(=O)N2C)O1	-0.5	0.7	6.4	-17.6
C[C@H]1CN([C@@H](C)CO)C(=O)c2cc(-c3ccccc3)cnc2O[C@H]1CN(C)C(=O)C1CCCCC1	-1.8	-4.3	-28.4	39.7
C[C@@H]1CN([C@H](C)CO)C(=O)c2cc(NS(=O)(=O)c3ccc(F)cc3)ccc2O[C@@H]1CN(C)Cc1ccc2c(c1)OCO2	0.9	-3.7	0.6	45.3
O=C(c1cccc(F)c1)N1CC(=O)N2[C@H](C1)[C@@H](c1ccc(C#Cc3ccc(F)cc3)cc1)[C@@H]2CO	1.3	69.1	-35.1	.
C[C@H](CO)N1C[C@H](C)[C@@H](CN(C)Cc2ccncc2)Oc2ccc(NS(C)(=O)=O)cc2C1=O	-1.1	3.7	1.0	30.2
Cc1ccc(-c2cnc3c(c2)C(=O)N([C@@H](C)CO)C[C@@H](C)[C@@H](CN(C)Cc2ccccc2F)O3)cc1	?	4.0	-20.7	92.0
CC(=O)Nc1ccc2c(c1)C(=O)N(C)[C@H]1CC[C@H](CC(=O)NCc3ccccc3Cl)O[C@H]1CO2	1.8	0.3	2.6	-40.6
Cc1noc(C)c1S(=O)(=O)Nc1ccc2c(c1)CC(=O)N([C@@H](C)CO)C[C@@H](C)[C@@H](CN(C)Cc1ccc3c(c1)OCO3)O2	11.6	2.8	34.6	44.9
CCC(=O)N1[C@H](CO)[C@H](c2ccc(-c3cccc(F)c3)cc2)[C@@H]1CN(C)C(C)=O	0.6	-7.3	17.8	-8.5
C[C@@H]1CN([C@@H](C)CO)C(=O)Cc2cc(NS(=O)(=O)c3cccs3)ccc2O[C@H]1CN(C)CC1CCCCC1	-2.4	-2.7	-21.0	22.6
CCC(=O)N[C@@H]1C=C[C@@H](CC(=O)NCC2CCCCC2)O[C@@H]1CO	-0.7	.	-21.3	-12.4
CCNC(=O)C[C@@H]1CC[C@H]2[C@@H](COc3ccc(NS(C)(=O)=O)cc3C(=O)N2C)O1	-0.4	-0.7	19.7	-5.7
C[C@H](CO)N1C[C@H](C)[C@H](CN(C)CC2CCCCC2)Oc2c(NC(=O)C3CCCCC3)cccc2C1=O	2.3	33.9	6.3	61.1
C/C=C/c1cnc2c(c1)C(=O)N([C@@H](C)CO)C[C@@H](C)[C@H](CN(C)C(=O)Nc1cccc(OC)c1)O2	-1.1	12.1	13.1	78.1
C[C@@H]1CN([C@@H](C)CO)C(=O)c2cc(NC(=O)CCC(F)(F)F)ccc2O[C@@H](C)CCCCO[C@@H]1CN(C)Cc1ccc(C(F)(F)F)cc1	2.2	7.1	-39.7	82.0
CNC[C@H]1OCCCC[C@H](C)Oc2ccc(NS(=O)(=O)c3ccc(C)cc3)cc2C(=O)N([C@@H](C)CO)C[C@H]1C	0.9	-1.1	-44.6	71.8
CCC(=O)N1C[C@@H](C)[C@H](OC)CN(C)C(=O)c2ccc(NC(=O)c3cc(C)on3)cc2OC[C@H]1C	0.2	1.4	-23.6	15.5
C[C@H](CO)N1C[C@H](C)[C@H](CN(C)S(=O)(=O)c2cccs2)Oc2ccc(NS(=O)(=O)c3ccccc3)cc2CC1=O	-0.7	-1.5	-0.8	-4.0

Complete entries, looked up by structure. Values in the order: GASC1 inh	C diff growth	Pf Dd2 growth	Tcruzi prolif
C[C@@H]1CN([C@@H](C)CO)C(=O)Cc2cc(NS(=O)(=O)c3cccs3)ccc2O[C@H]1CN(C)CC1CCCCC1 across the screens: -2.4	-2.7	-21.0	22.6
COc1ccccc1NC(=O)N1CCCCN2[C@H](CO)[C@@H](c3ccc(C#CC4CC4)cc3)[C@@H]2C1 across the screens: .	13.1	-44.8	.

Pulled one by one from the list above, 2 records:
SMILES	GASC1 inh	C diff growth	Pf Dd2 growth	Tcruzi prolif
C[C@@H]1CN([C@H](C)CO)S(=O)(=O)c2ccc(C#Cc3ccc(F)cc3)cc2O[C@@H]1CN(C)C(=O)c1ccccn1	0.6	2.5	-35.7	24.0
O=C(c1cccc(F)c1)N1CC(=O)N2[C@H](C1)[C@@H](c1ccc(C#Cc3ccc(F)cc3)cc1)[C@@H]2CO	1.3	69.1	-35.1	.

The results go on:
SMILES	GASC1 inh	C diff growth	Pf Dd2 growth	Tcruzi prolif
C[C@@H]1CCCCO[C@H](CN(C)S(=O)(=O)c2ccc(F)cc2)[C@@H](C)CN([C@@H](C)CO)C(=O)c2cc(NC(=O)Nc3ccc4c(c3)OCO4)ccc2O1	-0.4	-7.3	-78.4	34.5
C[C@H](CO)N1C[C@H](C)[C@@H](CN(C)C)OCCCC[C@H](C)Oc2ccc(NC(=O)c3ccccc3)cc2C1=O	0.7	-1.3	-37.2	-24.9
C[C@H]1CN([C@@H](C)CO)C(=O)c2cccc(NC(=O)NC3CCCCC3)c2O[C@H]1CN(C)Cc1ccc(Oc2ccccc2)cc1	-0.3	-1.8	16.5	47.2
CO[C@H]1CN(C)C(=O)c2cc(NC(=O)c3ccc(F)cc3)ccc2OC[C@H](C)N(C(C)=O)C[C@H]1C	-0.7	-1.0	-29.6	0.6
C[C@@H]1CN([C@H](C)CO)C(=O)Cc2cc(N(C)C)ccc2O[C@H]1CN(C)Cc1ccc(Oc2ccccc2)cc1	6.7	1.0	2.8	93.7
CCCC(=O)Nc1ccc2c(c1)C(=O)N(C)[C@@H]1CC[C@@H](CC(=O)OC)O[C@H]1CO2	1.7	6.8	-30.7	-46.9
CCS(=O)(=O)N[C@H]1C=C[C@@H](CC(=O)NCc2ccc(F)cc2)O[C@H]1CO	.	.	3.3	0.6
COc1ccc(CN(C)C[C@H]2OCCCC[C@@H](C)Oc3ccc(N(C)C)cc3C(=O)N([C@@H](C)CO)C[C@H]2C)cc1	-0.8	-0.8	-58.4	3.3
CC(=O)N(C)C[C@@H]1Oc2cc(-c3ccccc3F)ccc2S(=O)(=O)N([C@H](C)CO)C[C@H]1C	0.4	5.0	0.0	-8.0
CS(=O)(=O)N1CC2(C1)[C@@H](c1ccccc1)[C@@H](CO)N2Cc1ccccn1	-0.7	6.1	-27.9	.
COCC(=O)Nc1ccc2c(c1)[C@H]1C[C@@H](CC(=O)OC)O[C@@H](CO)[C@H]1O2	-0.5	0.5	-7.4	9.4
CCC(=O)N[C@@H]1CC[C@@H](CCNC(=O)Nc2ccc(C(F)(F)F)cc2)O[C@H]1CO	1.6	.	-15.2	85.0
CNC[C@@H]1OCCCC[C@@H](C)Oc2ccc(NS(=O)(=O)c3ccccc3)cc2C(=O)N([C@@H](C)CO)C[C@H]1C	-0.4	-0.4	33.5	30.4
C[C@H](CO)N1C[C@H](C)[C@H](CN(C)Cc2ccc(C(F)(F)F)cc2)Oc2ccc(NC(=O)CCCCCC(=O)Nc3ccccc3N)cc2C1=O	0.7	6.6	-63.9	.
C[C@H]1CN([C@@H](C)CO)C(=O)c2cc(NC(=O)Cc3cn(C)c4ccccc34)ccc2O[C@@H]1CN(C)Cc1ccc(-c2ccccc2)cc1	4.8	14.4	-35.1	22.5
C[C@@H]1CN([C@@H](C)CO)S(=O)(=O)c2ccc(-c3cncnc3)cc2O[C@@H]1CN(C)C(=O)NC1CCCC1	2.0	0.3	6.4	-51.6
COC(=O)c1ccc(CN2CC(=O)N3[C@@H](CO)[C@@H](c4ccc(Br)cc4)[C@@H]3C2)cc1	-2.6	-3.5	5.5	.
C[C@H](O)C#Cc1ccc([C@H]2[C@@H](CO)N3CCCCN(S(=O)(=O)c4ccccc4)C[C@H]23)cc1	0.3	-5.2	-17.3	19.3
CCCNC(=O)[C@@H]1[C@@H](CO)[C@@H]2Cn3c(ccc(C4=CCCC4)c3=O)[C@H]1N2C(=O)CC	1.8	5.5	.	92.3
COc1ccccc1CN1[C@H](CO)[C@H]2c3ccccc3N(C(=O)c3ccc(F)cc3)C[C@H]21	-2.2	26.3	-9.7	1.3
CCC(=O)N[C@@H]1CC[C@H](CC(=O)NCc2ccc(OC)cc2)O[C@H]1CO	0.6	-3.7	-4.3	46.3
C[C@@H]1CN([C@@H](C)CO)C(=O)c2ccccc2-c2ccccc2CO[C@H]1CN(C)C(=O)C1CC1	0.5	-6.8	-7.8	-1.1
CCCN(C)C[C@@H]1OCCCC[C@H](C)Oc2ccc(NC(=O)C3CCCCC3)cc2C(=O)N([C@@H](C)CO)C[C@@H]1C	-0.6	9.2	-82.8*	111.5*
